# Bioassay records as filed in PubChem.
# yeast mec2-1 – NCI yeast anticancer drug screen, S. cerevisiae mec2-1 strain; actives 9% (n = 79,000); growth inhibition, % at 50 µM; AID 157;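 further: 0% = growth of vehicle-only cultures of the same strain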
#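 Using mec2-1 yeast: add compound, measure growth, express inhibition versus vehicle-treated cultures.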
# mlh1 rad18 – NCI yeast anticancer drug screen, S. cerevisiae mlh1 rad18 strain | growth inhibition, % at 50 µM | AID 175 | actives 11% (n = 79,000);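 further: 0% = growth of vehicle-only cultures of the same strain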
#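 Inhibition values reflect reduced growth of mutant yeast versus vehicle-treated controls following compound exposure; the mutations affect DNA damage repair.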
# yeast sgs1 mgt1 – NCI yeast anticancer drug screen, S. cerevisiae sgs1 mgt1 strain | growth inhibition, % at 50 µM | actives 10% (n = 78,000);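 further: 0% = growth of vehicle-only cultures of the same strain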
#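 Yeast cells carrying a defined DNA-repair defect were exposed to test compounds. Growth inhibition was measured relative to vehicle-treated controls.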
# yeast bub3 – NCI yeast anticancer drug screen, S. cerevisiae bub3 mutant strain; % growth inhibition at 50 µM; actives 9.9% (n = 78,000); AID 167;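 further: 0% = growth of vehicle-only cultures of the same strain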
#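 Growth of a checkpoint-deficient yeast mutant is measured after compound exposure. Values represent inhibition relative to vehicle.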
# cln2 rad14 – NCI yeast anticancer drug screen, S. cerevisiae cln2 rad14 strain. % growth inhibition at 50 µM. AID 165. actives 8.3% (n = 78,000);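 further: 0% = growth of vehicle-only cultures of the same strain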
#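 Test compounds were added to cln2 rad14 yeast cultures; inhibition of growth was then determined by comparison with vehicle treatment.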
# yeast rad50 – NCI yeast anticancer drug screen, S. cerevisiae rad50 strain; growth inhibition, % at 50 µM; actives 10% (n = 79,000); AID 155;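 further: 0% = growth of vehicle-only cultures of the same strain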
#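 Yeast carrying a defined DNA repair defect were exposed to test compounds, and growth was compared with vehicle-treated controls to give percent inhibition.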
# * = called active by the depositor; & = joins results of further samples. No stated cut-off is given here; in the data, active means growth inhibition above about 70%; inactive means the rest.
SMILES,yeast mec2-1,mlh1 rad18,yeast sgs1 mgt1,yeast bub3,cln2 rad14,yeast rad50
COc1ccccc1C1c2cc3c(cc2OC(C)(OC)C1C)OCO3 (stereo not drawn),-17,14,18,-10,-13,-3
CC(C)(C#N)CCCS(C)(=O)=O,-4,-3,-4,-13,-9,-8
C#CC(C)(O)CCCCCCC (stereo not drawn),-27,5,4,-12,-23,18
CC(=O)NC1=NC(=O)/C(=C/c2ccc(/C=C3/C(=O)N=C(NC(C)=O)N3C)cc2)N1C,11,-27,14,-9,36,-21
C=CCSc1ncnc2c1c(C#N)cn2C1OC(CO)C(O)C1O (stereo not drawn),-21,28,-17,7,18,22
C=CC[C@@]12CCC(=O)C=C1CCCC2=O,-3,7,0,5,3,-10
O=C1N=C(c2ccccc2)C(c2ccccc2)N1 (stereo not drawn),23,9,13,0,-4,-9
CCc1cccc(CC)c1N(C(C)=O)C(C)=O,-1,3,-12,19,-9,9
Clc1ccc(C(Cl)(c2ccc(Cl)cc2)C(Cl)(Cl)Cl)cc1,-14,12,-7,33,-6,-14
CCCN1C(=O)c2cc(=O)n(Cc3ccccc3)c(O)c2C1C (stereo not drawn),33,14,5,-9,8,7
COc1ccc(C2=NC(CO)[C@H](c3ccccc3)O2)cc1OC (stereo partly drawn),-13,-7,8,-4,17,2
c1ccc2c(c1)SCCCSCCSCCCS2,-1,3,8,21,5,-15
C/C(=N/NC(N)=S)C(CN(C)C)C(C1=C(O)c2ccccc2OC1)c1ccccc1 (stereo not drawn),52,67,78*,65,66,68
C[C@]12CC[C@H](O)CC1=CC[C@@H]1C2CC[C@]2(C)NC(=O)CCC12 (stereo partly drawn),41,76*,83*,39,53,47
O=C(O)c1ccc2nc(-c3ccccc3)cn2c1,-1,-4,6,-2,-6,-6
Nc1ccc(N=Nc2ccc(O)cc2)c(N)n1,-20,-5,-17,23,3,-16
COc1cc(OC(=O)c2ccccc2)cc2c1C(=O)C=CC2=O,35,8,-7,-22,42,34
N/C(=N\c1nc(N)cc(=O)[nH]1)Nc1ccc(S(N)(=O)=O)cc1,7,13,-3,-4,-1,2
CCCCc1ccc(Nc2nc(=S)c3[nH]cnc3[nH]2)cc1,20,6,32,35,24,27
CCCCOC(=O)NC(=O)c1cn(CCCOC(=O)NCCCCCCNC(=O)OCCCn2cc(C(=O)NC(=O)OCCCC)c(=O)[nH]c2=O)c(=O)[nH]c1=O,3,-33,-4,-6,25,-1
CC1(C(=O)O)C2CCC(C2)C1C(=O)O (stereo not drawn),6,3,-3,4,-46,12
Cc1ccc2c(c1)[n+]([O-])c(N)c(C#N)[n+]2[O-],26,62,36,29,16,68
CC(C(N)C(=O)NC(C(=O)O)C1OC(n2ccc(=O)[nH]c2=O)C(O)C1O)C(O)c1ccc(O)cn1 (stereo not drawn),30,9,7,11,31,36
COc1ccc(-n2c(-c3ccc(Cl)cc3)csc2=N)c(OC)c1,-15,-1,0,6,1,-8
C#CC1(NC(=S)Nc2ccc(C)cc2)CCCCC1,-1,13,30,26,6,26
SMILES,yeast mec2-1,mlh1 rad18,yeast sgs1 mgt1,yeast bub3,cln2 rad14,yeast rad50
CCC(Cl)COP(=O)(OCC(Cl)CC)O/C(C)=C(/C)P(=O)(OCC(Cl)CC)OCC(Cl)CC (stereo not drawn),30,69,42,9,47,33
COc1cc2c(c(OC)c1OC)-c1ccc(SC)c(=O)cc1[C@@H](NC1OCC(O)C(O)C1O)CC2 (stereo partly drawn),35,17,24,21,9,20
O=C(O)CCS.[Cu+2],-25,-15,-9,-30,-11,-12
O=C1CC2(CCCC2)C(=O)N1c1cccc2ccccc12,2,2,-1,-1,5,12
CC1(C)OC(=O)N=C1c1ccc(F)cc1,8,17,-1,-2,2,-9
CCC(CN)C(F)(F)C(F)(F)C(F)(F)F (stereo not drawn),-12,6,-5,8,3,5
Cc1c(O)[nH]c(=O)c(C#N)c1C,-34,-8,-40,-27,15,-30
Cc1cc(=O)[nH]cn1,6,-5,-7,20,7,0
O=C(Cc1ccccc1)OCC(=O)c1ccc(-c2ccccc2)cc1,15,-5,1,19,40,-1
CC(=O)Oc1cc([N+](=O)[O-])c(O)c([N+](=O)[O-])c1,9,-27,20,15,24,9
Oc1ccccc1C1=NCCN1,-6,18,6,1,-2,22
NC(=O)N1CCOCC1,-8,18,-13,-14,-27,15
Cc1ccc2c(C)cc(=O)n(C)c2c1,11,15,10,0,5,5
O=S(=O)(O)c1ccc(O)cc1Cl,-34,6,7,29,11,26
COc1cccc(/C=N/OCCNC(=O)c2ccc([N+](=O)[O-])cc2)c1,16,-11,-4,-17,-14,1
O=C(O)CC1CC(=O)c2cccn21 (stereo not drawn),5,-34,-8,1,4,-4
CCCCCCCCCCCCP(=O)(O)CCCCCCCCCCCC,-10,9,-27,4,-30,-10
CCC1(CC)C(=O)N=C(c2ccccc2)N1C,-6,-11,8,-2,-16,-6
CCCC1(CCC)OC(=O)C(CC)(CC)C(=O)O1,-3,-6,-2,14,-23,-11
NC(N)=NS(=O)(=O)c1ccc(N=Cc2c3ccccc3nc3cc(Cl)ccc23)cc1,93*,97*,96*,26,92*,95*
Cc1cc2c(cc1C)[n+](=O)c(C(=O)/C=C/c1ccc3c(c1)OCO3)c(C)n2[O-],13,0,10,1,29,6
COC(=O)c1ccc(C)cc1CC1Cc2cc(C)ccc2C1=O (stereo not drawn),56,71*,74*,64,72*,36
CCN(CC)c1cc(C)c2cc(Cc3ccccc3)ccc2n1,33,14,24,65,32,35
c1ccc(SCCc2ccncc2)cc1,24,20,30,4,-10,25
COc1cc(OC)cc(C2OC(N)=C(O)C2=O)c1 (stereo not drawn),4,19,13,2,15,10

# Reformatted as labelled records: entries from further up.
SMILES: O=S(=O)(O)c1ccc(O)cc1Cl
  yeast mec2-1 = -34 | mlh1 rad18 = 6 | yeast sgs1 mgt1 = 7 | yeast bub3 = 29 | cln2 rad14 = 11 | yeast rad50 = 26
SMILES: COc1cccc(/C=N/OCCNC(=O)c2ccc([N+](=O)[O-])cc2)c1
  yeast mec2-1 = 16 | mlh1 rad18 = -11 | yeast sgs1 mgt1 = -4 | yeast bub3 = -17 | cln2 rad14 = -14 | yeast rad50 = 1
SMILES: O=C(O)CC1CC(=O)c2cccn21 (stereo not drawn)
  yeast mec2-1 = 5 | mlh1 rad18 = -34 | yeast sgs1 mgt1 = -8 | yeast bub3 = 1 | cln2 rad14 = 4 | yeast rad50 = -4
SMILES: CCCCCCCCCCCCP(=O)(O)CCCCCCCCCCCC
  yeast mec2-1 = -10 | mlh1 rad18 = 9 | yeast sgs1 mgt1 = -27 | yeast bub3 = 4 | cln2 rad14 = -30 | yeast rad50 = -10

# An excerpt from above with just yeast sgs1 mgt1 and yeast bub3:
Structure | yeast sgs1 mgt1 | yeast bub3
Cc1cc(=O)[nH]cn1 | -7 | 20
O=C(Cc1ccccc1)OCC(=O)c1ccc(-c2ccccc2)cc1 | 1 | 19
CC(=O)Oc1cc([N+](=O)[O-])c(O)c([N+](=O)[O-])c1 | 20 | 15
Oc1ccccc1C1=NCCN1 | 6 | 1
NC(=O)N1CCOCC1 | -13 | -14

# (cont.)
SMILES,yeast mec2-1,mlh1 rad18,yeast sgs1 mgt1,yeast bub3,cln2 rad14,yeast rad50
CCOC(CNCc1ccc(OC)cc1)OCC,-3,8,4,22,-2,0
CC(CCC(=O)C(C)C1C(=O)CC2C3CCC4CC(O)CCC4(C)C3CCC21C)C(=O)O (stereo not drawn),38,60,36,15,18,48
CCCCCCCC[N+](=O)[O-],-34,1,-8,-2,-12,-30
CSc1c(C#N)c(N)nc2c(N=Nc3ccc(Cl)cc3)c(N)nn12,4,-58,-9,-6,-5,9
S=C(OCCCCCn1cnc2c(=S)nc[nH]c21)Oc1ccccc1,16,-13,7,-5,-46,-13
COc1ccc(NC(=S)N=Nc2c(O)[nH]c3ccccc23)cc1,-50,-31,-34,-41,-14,-43
C[N+]12C=CC=C1C(N1CCCC1)c1scc(-c3ccc(Br)cc3)c12 (stereo not drawn),-4,52,40,27,-1,9
O=C(Nc1cccc([N+](=O)[O-])c1)Nc1ccccc1F,10,10,14,19,10,12
COc1ccccc1C(=O)N/N=C/c1ccc(O)cc1,23,20,15,17,-3,0
c1ccc(C2=NC(c3ccccc3)=NS(S3=NC(c4ccccc4)=NC(c4ccccc4)=N3)=N2)cc1 (stereo not drawn),75*,92*,83*,38,43,75*
COC(=O)c1c(C)cccc1C1CN=NC12Cc1ccc(C)c(C)c1C2=O (stereo not drawn),43,73*,68,79*,54,61
Nc1cc(=O)[nH]c(=S)[nH]1,12&-18,7&8,18&3,-3&-11,-21&-2,4&12
CC[C@@]12CCC(=S)N(CCSc3ccccc3)[C@@H]1c1c(n(S(=O)(=O)c3ccc(OC)cc3)c3ccccc13)CC2,-18,-5,0,1,-16,-38
Cn1c(=O)c2c(nc(N3CCOCC3)n2CCCNCC(O)c2ccc(O)c(O)c2)n(C)c1=O (stereo not drawn),4,-22,-13,-2,-30,-41
Cc1cnc(SC(C)(C)C)c(C)c1,-20,-10,-9,13,-69,0
Cc1ccc(NC(=O)Oc2ccc3ccccc3c2)cc1NC(=O)Oc1ccc2ccccc2c1,-19,-2,-4,5,-86,1
Cc1cccc(C(O)(c2cccc(C)c2)C2(O)CCCCC2)c1,0,7,-1,1,21,-9
Cc1c(-c2ccccc2)c(=O)oc2ccc(Cl)cc12,-8,-15,1,-15,-10,-34
Cc1c(Br)cc(Br)c(O)c1Br,27,31,24,9,-29,37
CC(C)C(NC(=O)C(Cc1cnc[nH]1)NC(=O)OCc1ccccc1)C(=O)O (stereo not drawn),6,24,18,-3,27,38
C=C1C(=O)O[C@H]2C3C(=C(C)CC[C@@H]12)C(=O)[C@@H]1OC31C (stereo partly drawn),37,46,46,24,34,37
Cc1cc(=O)n2ccnc2[nH]1,11,20,6,10,19,24
CCOc1cc2c(cc1Cc1c(OC)cc(OC)cc1OC)OCO2,16,83*,88*,78*,47,46
S=c1sc2ccccc2n1C=Nc1ccccc1,99*,98*,99*,99*,96*,99*
CCOC(=O)C(NC(=O)Nc1ccccc1F)(OC)C(F)(F)F (stereo not drawn),-38,-60,-75,-28,-4,-23
SMILES,yeast mec2-1,mlh1 rad18,yeast sgs1 mgt1,yeast bub3,cln2 rad14,yeast rad50
Cn1c(Cc2ccccc2)c([N+](=O)[O-])c(=O)n(C)c1=O,-5,-2,-2,-6,-8,0
CCN(CC)CCOC(=O)C(CNCc1ccccc1)c1ccccc1 (stereo not drawn),-11,2,-6,9,-11,13
CC(C)CC(CCl)Cc1nc2ccccc2[nH]1 (stereo not drawn),4,28,40,34,15,13
Cc1nc2c3cccnc3ccc2n1Cc1ccccc1,3,10,14,44,21,13
CCCCCCCCCCCCCCCCN1C(=O)/C(=C\c2ccc(O)cc2)SC1=Nc1ccccc1,-23,16,-9,-2,-2,-3
O=C(N/N=C/c1ccc2c(c1)OCO2)c1cccc2ccccc12,4,-5,-15,9,-11,0
CCOC(=O)CC(N)CC(=O)OCC,39,44,-1,75*,-5,95*
Cc1cc([N+](=O)[O-])cc(C)[n+]1[O-],50,84*,91*,7,45,82*
Cn1nnn2c(-c3ccccc3)nnc12,-2,-5,-5,1,-11,15
O=c1c2ccccc2[nH]c2ccccc12,-14&4&14,-6&4&15,-18&-2&-10,-24&-14&-10,-2&-21&-28,28&42&25
C=CCCCCO/N=C/c1c2c(O)c3c(O)c(C)c4c(c3c1O)C(=O)C(C)(O/C=C/C(OC)C(C)C(OC(C)=O)C(C)C(O)C(C)C(O)C(C)/C=C/C=C(\C)C(=O)N2)O4 (stereo not drawn),92*,85*,67,80*,88*,86*
O=C(Nc1ccc(C2=NCCN2)cc1)c1cc(C(=O)Nc2ccc(C3=NCCN3)cc2)cc(C(=O)Nc2ccc(C3=NCCN3)cc2)c1,99*,99*,99*,99*,90*,99*
CC(C)(C)OC(=O)CC(NC(=O)OC(C)(C)C)C(=O)NC(CCCCNC(=O)OCc1ccccc1)C(=O)NC(C)(C)C(=O)NCCC(=O)OCc1ccccc1 (stereo not drawn),-21,-3,-12,4,9,-21
CC(CC(=O)c1ccccc1)c1ccccc1 (stereo not drawn),-18,10,-11,-19,-14,-8
CN(C)CC1C2CCC(C2)C1O (stereo not drawn),-21,4,-8,-12,8,2
NC(=O)c1c(NC=O)ncn1C1OCC(O)C(O)C1O (stereo not drawn),-4,13,2,-1,-42,-8
CO/C(=N\N=C\c1ccc(OC)c(OC)c1)c1ccncc1,-38,-40,-13,-29,-8,-22
Cc1cc(Cl)ccc1N1C(=O)C(=O)C(c2nc3ccccc3s2)C(=O)C1=O,14,12,18,2,-6,-4
COc1ccccc1NC(=O)C1=C(C)NC(C)=C(C(=O)Nc2ccccc2OC)C1c1ccc(N(C)C)cc1,41,45,61,46,25,50
CCCCCCCCCCCC[N+](C)(C)Cc1cc(=O)c(O)co1,44,27,74*,65,79*,72*
C[N+](C)(C)CC(O)CC#N (stereo not drawn),2,-2,-4,1,-8,-2
O=C(O)c1cccc(C(=O)O)n1,10,41,20,-3,-20,-42
O=[N+]([O-])c1cc(O)ccc1O,5,12,0,-1,-11,5
